# DAX1 inh-1 = NR0B1 (DAX1) inhibition. inhibition, % at 6.75 µM. AID 504766. 0.99% of 340,000 active. HEK293 Gal4-DAX1 luciferase reporter, luminescence. P51843;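 active means inhibition above the mean over all tested compounds plus 3 SD, cut at about 4.2% in these data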;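 further: 0% = DAX1-transfected cells with DMSO and 100% = empty-vector control cells with DMSO; inhibition shows as a rise in luminescence from relieved DAX1 repression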
# PLCb3 inh = inhibitors of human phospholipase C beta3. AID 720704. 0.18% of 370,000 active. Purified PLC-beta3, fluorogenic substrate, fluorescence. Q01970. inhibition, % at 12.2 µM; in the data active means inhibition above about 11%;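 further: 0% = median of compound wells on plate and 100% = full blocker control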
# sPLA2-III inh = Blocks human group III sPLA2 activity; Q9NZ20; QFRET BODIPY PC-A2 liposome hydrolysis, fluorescence; inhibition, % at 12.2 µM; 0.56% of 370,000 active; AID 743126;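 active means inhibition above mean plus 3 SD of compounds lying within the high and low control bounds, cut at about 19% in these data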;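 further: 0% = median of test compound wells and 100% = no enzyme DMSO wells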
# Target sequence (Q9NZ20 whole entry, looked up): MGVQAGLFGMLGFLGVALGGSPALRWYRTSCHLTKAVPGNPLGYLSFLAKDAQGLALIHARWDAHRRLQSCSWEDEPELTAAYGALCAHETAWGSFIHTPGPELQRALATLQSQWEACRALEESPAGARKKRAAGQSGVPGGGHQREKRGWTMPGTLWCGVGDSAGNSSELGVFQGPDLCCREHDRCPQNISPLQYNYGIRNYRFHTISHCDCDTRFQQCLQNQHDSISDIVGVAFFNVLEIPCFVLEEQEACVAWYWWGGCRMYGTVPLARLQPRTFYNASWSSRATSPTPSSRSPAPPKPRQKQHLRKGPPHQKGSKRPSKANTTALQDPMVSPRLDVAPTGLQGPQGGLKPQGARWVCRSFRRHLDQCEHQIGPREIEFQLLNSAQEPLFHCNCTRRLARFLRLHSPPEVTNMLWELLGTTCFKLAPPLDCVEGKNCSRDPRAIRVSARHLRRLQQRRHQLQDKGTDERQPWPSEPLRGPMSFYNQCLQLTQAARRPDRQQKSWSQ
# FXN GAA850 act = activators of GAA850 frataxin (FXN) promoter | HEK293 lucGAA850 FXN promoter luciferase reporter, 24 h; percent of 10 µM SAHA response | activation, % at 6 µM | 0.56% of 360,000 active;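 active means activation above the average of all compounds screened plus 3 SD, cutoff fixed separately per campaign, cut at about 7.5% in these data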;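 further: 0% = DMSO wells and 100% = 10 µM SAHA wells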
# hcDAF-12 act = activates DAF-12 receptor from parasite H. contortus. HEK293 hcDAF-12 lit1-tk-luc reporter, luminescence; 0% DMSO, 100% Δ7-dafachronic acid. activation, % at 6.8 µM. AID 652067. 1.4% of 370,000 active;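 active means activation above the mean of all tested compounds plus 3 SD, cut at about 5.5% in these data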;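 further: 100% = response to 3 µM Δ7-dafachronic acid high control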
# Rev-erbA mod = modulators of human Rev-erb alpha DNA binding; Rev-erbα–FITC-DNA binding, fluorescence polarization, 90 min; activity, % at 10 µM; 0.79% of 370,000 active; AID 1259318;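 active means activity above about 14%, limit read from the data; passing the limit was not always enough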;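 further: 0% = DMSO wells with 35 nM protein and 100% = DMSO wells with 750 nM protein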
# Target sequence (P20393 whole entry, looked up): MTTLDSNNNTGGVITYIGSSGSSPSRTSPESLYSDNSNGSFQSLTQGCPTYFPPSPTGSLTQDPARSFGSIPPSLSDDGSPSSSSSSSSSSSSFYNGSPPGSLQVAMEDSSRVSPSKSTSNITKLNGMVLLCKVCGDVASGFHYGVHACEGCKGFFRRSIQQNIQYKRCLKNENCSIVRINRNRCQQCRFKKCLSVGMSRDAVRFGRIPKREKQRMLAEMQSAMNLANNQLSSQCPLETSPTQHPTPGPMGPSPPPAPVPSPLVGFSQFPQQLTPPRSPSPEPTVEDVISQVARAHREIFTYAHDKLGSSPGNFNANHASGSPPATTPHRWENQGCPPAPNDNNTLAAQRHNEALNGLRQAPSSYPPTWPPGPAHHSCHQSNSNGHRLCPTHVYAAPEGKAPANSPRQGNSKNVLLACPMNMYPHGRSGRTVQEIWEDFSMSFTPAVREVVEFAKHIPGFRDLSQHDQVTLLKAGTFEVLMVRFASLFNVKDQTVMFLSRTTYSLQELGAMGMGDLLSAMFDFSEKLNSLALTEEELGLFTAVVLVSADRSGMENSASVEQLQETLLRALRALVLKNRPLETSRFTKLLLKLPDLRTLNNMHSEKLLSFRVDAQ
# DAX1 inh-2 = DAX1 (NR0B1) inhibition, primary screen; HEK293T StAR-luciferase reporter, SF-1/DAX-1 repression relief; AID 652010; 1.1% of 370,000 active; inhibition, % at 6.8 µM;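 active means inhibition above the mean over all tested compounds plus 3 SD, cut at about 3.6% in these data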;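 further: 0% = DAX-1 cells with DMSO and 100% = cells lacking DAX-1 with DMSO; higher inhibition means more luminescence from relief of DAX-1 repression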
# ssDAF-12 act = S. stercoralis DAF-12 activation, primary screen; HEK293 ssDAF-12/GRIP1 lit1-tk-luc reporter, luminescence; % of 3 µM dafachronic acid response; activation, % at 6.8 µM; 1% of 370,000 active; AID 652126;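 active means activation above the mean over all tested compounds plus 3 SD, cut at about 0.9% in these data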;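 further: 0% = DMSO-only wells and 100% = 3 µM delta7-dafachronic acid wells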
# hgDAF12 agonist = agonists of H. glycines DAF-12 nuclear receptor | AID 687014 | 1.8% of 370,000 active | activation, % at 6.8 µM | HEK293 GAL4-hgDAF12 UAS-luciferase reporter, agonist luminescence; normalized to butyrate control;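 active means activation above a cutoff set at the mean of all screened compounds plus 3 SD, cut at about 10% in these data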;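 further: 0% = DMSO wells and 100% = sodium butyrate wells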
# SMARCA2 act = SMARCA2 function activation, primary screen | MG213 cells, MMTV-luciferase reporter, dexamethasone, overnight | activation, % at 9.1 µM | 1% of 370,000 active; in the data active means activation above about 7.8%;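 further: 0% = vehicle wells and 100% = reference activator wells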
# PG9 Ab binder = small molecules binding HIV-1 gp120 antibody PG9. TR-FRET gp120-PG9 antibody binding. inhibition, % at 6.7 µM. 0.43% of 360,000 active; in the data active means inhibition above about 8.5%
# * hit, by the source's call; i = inactive; nt = no result given.
SMILES,DAX1 inh-1,PLCb3 inh,sPLA2-III inh,FXN GAA850 act,hcDAF-12 act,Rev-erbA mod,DAX1 inh-2,ssDAF-12 act,hgDAF12 agonist,SMARCA2 act,PG9 Ab binder
COc1ccc(C(NC(C)=O)c2c(O)ccc3ccccc23)cc1OC (stereo unspecified),-1.0,-12,-12,3.1,0.9,-7,-0.3,-1.4,-2.6,0,0.5
Cc1ccccc1NC(=O)CN1CCOCC1,-2.0,-2,16,4.1,-0.1,-2,0.0,-1.6,0.1,-1,-0.3
O=C1C[C@@H]2c3c(cccc3CN1Cc1ccc(F)cc1)C[C@@H](O)[C@H]2O,0.6,0,-22,-2.0,-2.1,-6,-0.6,-1.2,-0.7,2,0.4
Cc1ccc(C(=O)COC(=O)c2cccc([N+](=O)[O-])c2)s1,0.3,-6,1,2.1,1.1,0,0.5,-1.0,3.9,1,0.2
CN(C(=O)COC(=O)CCC(=O)c1ccccc1)c1c(N)n(Cc2ccccc2)c(=O)[nH]c1=O,0.6,-5,-2,-1.2,0.9,-4,1.2,-0.5,-0.9,0,-1.6
COc1ccc(C2=NN(C(=O)CSc3nnc(C)n3C)C(c3ccco3)C2)cc1 (stereo unspecified),-1.6,1,-3,2.5,-0.5,-3,0.3,-1.4,0.3,0,-2.9
CC(C)Cc1c(O)nc(SCC(=O)N2CCCCCC2)[nH]c1=O,-0.3,-8,-4,0.1,2.4,2,-0.2,-0.8,-1.4,-3,0.1
CC1CC(CC(=O)Nc2nc(-c3ccccc3)cs2)C(=O)O1 (stereo unspecified),0.6,1,2,1.1,-2.3,-8,1.2,-1.1,0.3,1,1.7
COc1ccc(/C(C)=N/NC(=O)c2ccccc2OCc2ccccc2)c(OC)c1,0.4,-9,-8,0.7,0.0,-5,1.9,-1.0,7.1,5,-0.9
COc1ccc(-c2[nH]ncc2Oc2ccccc2OC)c(O)c1,1.3,0,-65,0.9,-0.6,-4,-0.6,-1.3,0.2,-3,1.8
COc1cccc(C(C)(O)c2nc(-c3ccccc3OC)cs2)c1 (stereo unspecified),nt,4,-18,2.9,-0.9,1,-1.3,-1.4,-6.2,-3,-1.1
O=C(Cc1ccc(Br)cc1)Nc1ccc(S(=O)(=O)N2CCCC2)cc1,0.4,-9,-28,0.9,-2.4,1,-2.9,-1.4,-0.1,-2,1.0
CCCCCOc1ccc(C(=O)NC(C(=O)O)C(C)C)cc1 (stereo unspecified),0.4,1,4,1.8,2.6,-1,0.5,-1.2,-0.8,-3,0.7
COC(=O)C1=C(C)N(C)C(=NCc2cc(OC)c(OC)c(OC)c2)NC1c1cccc(Cl)c1 (stereo unspecified),nt,-2,-4,nt,-0.7,-2,-0.3,-0.9,-1.6,-2,0.1
COc1ccc(C(=O)Nc2ccccc2C(=O)N2CCCCCC2)cc1,-0.8,-6,5,1.7,-2.0,-6,-0.4,-0.2,-1.3,-3,1.4

# 3 of the compounds above, with bars between the fields:
Structure | DAX1 inh-1 | PLCb3 inh | sPLA2-III inh | FXN GAA850 act | hcDAF-12 act | Rev-erbA mod | DAX1 inh-2 | ssDAF-12 act | hgDAF12 agonist | SMARCA2 act | PG9 Ab binder
O=C(Cc1ccc(Br)cc1)Nc1ccc(S(=O)(=O)N2CCCC2)cc1 | 0.4 | -9 | -28 | 0.9 | -2.4 | 1 | -2.9 | -1.4 | -0.1 | -2 | 1.0
CCCCCOc1ccc(C(=O)NC(C(=O)O)C(C)C)cc1 (stereo unspecified) | 0.4 | 1 | 4 | 1.8 | 2.6 | -1 | 0.5 | -1.2 | -0.8 | -3 | 0.7
COC(=O)C1=C(C)N(C)C(=NCc2cc(OC)c(OC)c(OC)c2)NC1c1cccc(Cl)c1 (stereo unspecified) | nt | -2 | -4 | nt | -0.7 | -2 | -0.3 | -0.9 | -1.6 | -2 | 0.1

# (listing goes on)
SMILES,DAX1 inh-1,PLCb3 inh,sPLA2-III inh,FXN GAA850 act,hcDAF-12 act,Rev-erbA mod,DAX1 inh-2,ssDAF-12 act,hgDAF12 agonist,SMARCA2 act,PG9 Ab binder
N#CCCSc1nc(N2CCOCC2)c2c(c1C#N)CCCC2,-1.4,-26,-5,3.0,-2.4,1,-0.5,-1.3,0.2,5,-1.8
Cc1ccc(C)c(NC2=NC3(CCCCC3)N=C(N)N2)c1,-1.1,4,1,1.6,-0.2,0,-0.8,-1.2,-0.9,-2,0.3
Cc1ccc(C(C)C)c(OCc2ccc(C(=O)N/N=C/c3ccc(C(=O)O)cc3)cc2)c1,-1.8,-4,1,-8.8,-4.9,1,-0.2,-2.8,-8.3,-8,-0.4
COc1ccccc1Oc1ccc2c(c1)C(=O)N(c1cccc(O)c1)C2=O,-0.7,-2,-20,1.7,0.1,-3,0.5,-1.3,6.4,-1,0.5
COc1ccccc1N(CC(=O)NCc1cccnc1)S(C)(=O)=O,0.6,-1,5,0.7,-1.0,0,-0.4,-0.5,-0.9,1,2.9
CC(C)c1cc(CNC(=O)c2cc(COc3cncc(Cl)c3)on2)on1,-0.5,-10,1,-1.4,-2.3,2,-0.2,-0.4,3.5,-2,-2.1
CN(Cc1nnc(SCC(=O)NCCc2ccccc2)n1C)S(=O)(=O)c1ccccc1,-0.8,3,-2,-1.5,-0.7,5,-0.5,-1.5,-2.2,1,0.2
CC(C)CCNC(=O)c1ccc(C2SCC(=O)N2Cc2ccco2)cc1 (stereo unspecified),-0.9,-3,-1,0.8,-2.8,2,-0.6,-0.8,-1.2,-1,-0.8
Cc1cc(C(=O)OC(C)C(=O)Nc2nc(-c3ccccc3)cs2)c(C)o1 (stereo unspecified),0.8,-1,4,-1.4,-0.9,2,0.3,-1.6,1.1,-3,-0.2
CC(=O)/C(N=Nc1cc2c(cc1[N+](=O)[O-])OCCO2)=C(\C)O,-0.4,5,2,2.6,-1.2,6,-0.1,-0.6,-2.6,-3,-2.6
COc1ccc([N+](=O)[O-])cc1N(CC(=O)NCC1CCCO1)S(C)(=O)=O (stereo unspecified),1.2,2,0,1.6,0.6,2,-0.2,-1.5,0.0,-2,-1.1
COc1cc(CNc2ccc3[nH]c(=O)[nH]c3c2)ccc1OCc1ccccc1,-2.6,-121,3,2.6,1.6,2,1.4,-0.8,7.4,-1,-3.0
O=C(NCC1CCN(Cc2ccccc2F)CC1)Nc1cc(F)ccc1F,-1.2,-2,-11,0.6,-1.3,-2,1.0,-0.9,0.2,0,-0.5
Cc1cc(NS(=O)(=O)c2ccc(NC(=O)C(F)(F)F)cc2)nc(C)n1,-0.4,-6,3,0.7,1.9,0,-0.1,-0.9,1.5,-2,0.2
COc1ccc(C(=O)Nc2ccc(S(=O)(=O)Nc3cnc4ccccc4n3)cc2)cc1,0.3,-10,-3,3.7,0.1,6,-0.1,-0.4,-0.3,-1,-1.0
COc1ccc(-c2nnc(SCC(=O)N(C)C3CCS(=O)(=O)C3)n2C(C)C)cc1 (stereo unspecified),0.9,-4,10,0.0,-1.5,2,-0.1,-0.6,-1.7,-1,1.0
Cc1ccc(CN=C2Nc3ccccc3CS2)cc1,0.8,2,-2,2.7,9.7*,3,4.1*,0.4,15*,6,-2.2
CCOC(=O)c1c(C)n(C)c2cc([N+](=O)[O-])c(O)c([N+](=O)[O-])c12,3.2,-6,4,-1.5,-0.7,-5,-0.4,-1.7,-3.5,-3,-4.3
COc1cc(-c2nc(CN(C)Cc3nnc(C)o3)c(C)o2)ccc1F,0.2,-7,-5,1.2,-0.7,-2,-0.1,-1.1,3.0,-2,0.3
CCc1noc(C)c1C(=O)Nc1nc(-c2ccc(Cl)cc2Cl)cs1,-1.9,0,-16,-1.5,-1.5,-2,-1.0,-1.7,1.7,-5,-2.4
Cc1ccc2c(c1)c1c3n2CCN=C3CCC1,-0.9,i,-28,1.3,-0.8,9,-0.6,-0.8,-0.3,4,-3.1
CC1(C)CC(NCc2cccc([N+](=O)[O-])c2)CC(C)(C)N1,3.0,1,5,1.4,1.5,0,-0.3,-0.7,1.1,0,1.4
COc1ccc(Br)cc1C(=O)N/N=C/c1ccc([N+](=O)[O-])cc1,3.6,1,-4,2.3,-1.8,-29,0.5,-0.8,0.7,2,-1.4
O=C(Nc1cnn(Cc2ccccc2)c1)c1nc2ncccn2n1,0.0,0,5,4.2,1.9,1,0.6,-0.6,1.7,4,0.7
C#CCSC1=C(C#N)C(c2cccs2)C(C(=O)OCC)=C(C)N1 (stereo unspecified),-0.5,-35,-3,-1.0,-0.6,6,-0.7,-1.4,-2.7,-1,-0.9
CC(OC(=O)Cc1ccc(Br)cc1)C(=O)NC1CCCCC1C (stereo unspecified),1.4,-7,1,3.0,-0.8,-4,0.6,-1.3,-1.3,1,-1.2
CCCCNC(=O)C[C@@H]1C[C@@]2(C(=O)OC)CCCCC=C2N(CCC2=CCCCC2)C1=O,nt,3,-4,nt,0.0,-2,0.8,-1.6,2.0,-2,-0.9
CCOC(=O)c1nnn(CC(=O)Nc2cccc(OC)c2)c1C(=O)OCC,-2.0,1,1,1.3,-1.4,4,-0.8,-1.3,-0.2,-6,0.5
CCOc1ccc(OCCC(=O)OCC(=O)NNC(=O)c2ccccc2)cc1,0.1,-3,0,-0.3,-1.1,3,-0.5,-1.2,-1.8,-3,1.4
CCCOP(=O)(c1ccc(N(C)C)cc1)C(O)c1ccc(Cl)cc1Cl (stereo unspecified),-0.5,-8,5,0.5,-1.3,2,-0.5,-1.1,0.8,-2,-3.2
CCOc1ccccc1NC(=O)C1CCCC1,0.1,-12,-3,0.4,-0.9,0,-0.1,-0.5,0.6,2,0.0
Cn1c(SCC(=O)NC(c2ccccc2)c2ccccc2)nnc1-c1cccs1,-0.5,0,0,-0.3,-0.1,-3,-0.4,-1.1,-0.5,-3,0.2
Cc1cn([C@H]2C[C@H](O)[C@@H](CCC(=O)NCc3ccc(N(C)C)cc3)O2)c(=O)[nH]c1=O,0.5,2,9,0.7,-0.4,-3,-1.0,-0.2,1.3,0,-3.1
CC(C)c1ccc(NC2CCCN(C(=O)CSc3nncn3C)C2)cc1 (stereo unspecified),0.5,-7,4,2.0,0.9,-6,-0.2,-1.4,-1.1,-2,1.2
O=C1CC(N2CCN(c3cccc(C(F)(F)F)c3)CC2)C(=O)N1c1ccccc1 (stereo unspecified),0.0,-7,-2,-0.9,-1.6,7,-0.2,-0.9,0.8,-1,0.7
Cc1cc(C)n2nc(CNS(=O)(=O)c3ccc(F)cc3)nc2n1,0.3,0,-3,-0.5,-1.4,-2,0.6,-0.8,-2.6,1,-3.1
CCn1nnc2cc(C(=O)N(CCOC)CC(=O)Nc3cccc(C)c3C)ccc21,1.9,-2,6,-0.2,0.2,7,1.6,-0.8,1.0,-2,1.0
NC(=O)CC(NC(=O)Cc1cccc2ccccc12)c1ccc(NCc2ccc(F)cc2)c([N+](=O)[O-])c1 (stereo unspecified),0.9,0,2,0.5,-1.7,-1,-0.3,-1.1,0.5,0,-0.2
Cc1c(CCC(=O)NCCCn2ccnc2)c(=O)oc2c(C)c3occ(C(C)(C)C)c3cc12,-0.2,-268,-33,2.2,-2.0,-1,-0.6,-2.0,-3.4,-2,-1.5
O=C(CCn1c(=S)[nH]c2ccccc2c1=O)Nc1ccc(F)cc1,-0.3,-6,8,0.1,-1.1,6,-1.4,-1.9,-2.0,-2,6.4
O=C(C1CC1)N1CCc2cc(S(=O)(=O)NCC3COc4ccccc4O3)ccc21 (stereo unspecified),1.9,-2,-16,2.7,-1.2,2,-0.4,-1.3,0.1,0,-0.6

# Screening data (PubChem)
